# High-throughput results (PubChem BioAssay)
# Luc counter – blocks Kinase-Glo luciferase, a counter-screen artifact. Kinase-Glo luciferase, ATP luminescence, 8 min. 0.28% of 200,000 active. Potency, µM (titrated, usually from 38.3 µM), for the others: at the top dose activity change, negative = inhibition, actives largely listed as inhibitors. Q27757; further: potency means the concentration at half of the fitted maximal effect; on the % scale 0 is the no-effect control and ±100 the full control effect; nearly all actives have a fitted effect of over 60% in size
#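 Substrate mix (final 50 mM imidazole pH 7.2, 50 mM KCl, 7 mM MgCl2, 10 uM ATP, 0.01% Tween 20, 0.05% BSA) plus pin-tool compound, then Kinase-Glo detection mix; 8 min ambient, luminescence read.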
# IMPase Li cell – membrane-permeable IMPase blocker, potentiated with lithium; AID 1457; 0.35% of 210,000 active; Potency, µM (highest dose often 59.4 µM), for the others: at the highest dose activity, negative = IMPase inhibition, hits mostly inhibitors; CHO-M1 cells, IP1 TR-FRET (IP-One), carbachol + lithium;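 further: IP1 builds up when IMPase is blocked and the TR-FRET signal falls; potency means the concentration at half of the fitted maximal effect; plate controls were basal vehicle for no effect and high inhibitor control for full effect; nearly all actives have a fitted effect of over 50% in size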
#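 CHO-M1, 2000 cells/well, 16–30 h culture; cpd + low Li+, 30 min 37C; lysis with d2-IP1/Eu-anti-IP1 Ab, 10 min RT; TR-FRET 665/620 ratio and 620 channel; AC50 via Hill.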
# HTT ATP protect – protects HTT-Q103 PC12 cells, measured by ATP | PC12 HTT-Q103 induced, cytoprotection, ATP luminescence, 40 h | Potency, µM (top dose mostly 56.4 µM), for the others: cytoprotection (ATP increase), usual class: activators | 0.14% of 230,000 active | AID 1471;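 further: potency means the concentration at half of the fitted maximal effect; % of control where 0% means no effect; nearly all actives have a fitted effect of over 45% in size; toxic huntingtin expression switched on by the ecdysone agonist tebufenozide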
#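 Rat PC12, Q103 Htt exon1-GFP fusion, ecdysone promoter; tebufenozide inducer 100 nM final; compound titration; qHTS, 1500 cells/well; ATPlite luminescent read.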
# SMN2 splice up – increases expression of the SMN2 splice variant; HEK293 SMN2-luciferase splicing reporter, luminescence, 30-36 h; Potency, µM (series often up to 46.1 µM), for the others: at the top dose activity change, positive = activation, hits mostly activators; 2.8% of 210,000 active; AID 1458; further: potency means the concentration at half of the fitted maximal effect; % of control where 0% means no effect; nearly all actives have a fitted effect of over 55% in size
#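 qHTS luciferase splicing reporter: luminescence rises when SMN2 exon 7 is included in transfected HEK293 cells. Compound exposure lasted 30-36 h at 37C, with 4.5 mM final sodium butyrate as control, followed by a ONE-Glo read.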
# CBFb-RUNX1 inh – blocks binding between human CBF-beta and RUNX1; AlphaScreen CBFb-His/RUNX1-biotin binding, biochemical; Potency, µM (highest dose often 59.8 µM), for the others: top-dose activity, negative = inhibition, most hits filed as inhibitors; 230,000 tested, under 10 active; AID 1477; further: % of control where 0% means no effect
# Target sequence (Q01196 whole entry, looked up): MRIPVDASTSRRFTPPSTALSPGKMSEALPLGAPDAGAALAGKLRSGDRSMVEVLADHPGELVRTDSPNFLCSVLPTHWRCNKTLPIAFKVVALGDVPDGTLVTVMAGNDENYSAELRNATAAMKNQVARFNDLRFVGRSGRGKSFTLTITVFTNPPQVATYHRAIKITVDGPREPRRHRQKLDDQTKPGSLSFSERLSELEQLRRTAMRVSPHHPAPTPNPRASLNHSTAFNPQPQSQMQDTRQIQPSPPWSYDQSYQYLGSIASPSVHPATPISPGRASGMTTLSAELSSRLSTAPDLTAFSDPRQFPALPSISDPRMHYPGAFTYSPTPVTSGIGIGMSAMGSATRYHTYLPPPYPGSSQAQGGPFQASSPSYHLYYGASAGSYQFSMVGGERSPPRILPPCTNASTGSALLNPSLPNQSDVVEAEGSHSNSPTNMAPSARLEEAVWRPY
# Target sequence (Q13951 whole entry, looked up): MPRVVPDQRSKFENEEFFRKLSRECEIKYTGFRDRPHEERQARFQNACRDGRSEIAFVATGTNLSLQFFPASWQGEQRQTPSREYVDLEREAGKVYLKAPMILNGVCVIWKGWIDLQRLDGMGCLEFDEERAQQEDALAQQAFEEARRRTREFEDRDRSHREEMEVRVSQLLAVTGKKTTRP
#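 Room-temperature protein-protein interaction test with 30 nM each of His-tagged CBF-beta and biotinylated RUNX1, 15 min with compound, then 90 min with nickel plus streptavidin beads. Signal read in AlphaScreen mode.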
# LMNA splice mod – modulators of lamin A splicing. 0.01% of 200,000 active. Potency, µM (doses to about 46.1 µM), for the others: at the highest dose ratio change, negative = inhibition, most hits filed as inhibitors. HeLa LMNA splicing GFP/RFP minigene ratio, 48 h; active means well fitted inhibition curve with a large enough effect in the signal ratio, with a control signal flat, not every such curve was filed as active; inconclusive means small, poorly fitted or top-dose-only effect, or effect the other way, or a change in a side signal; the % refers to the signal ratio; further: potency means the concentration at half of the fitted maximal effect; on the % scale 0 is the no-effect control and ±100 the full control effect
#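 Read-out is the ratio of GFP to DsRed2 object intensity, acquired by 488 nm laser-scanning cytometry on HeLa lamin A-EGFP minigene reporter cells. Compound incubation 48 hrs at 37 °C in Opti-MEM with 2% FBS; DMSO 0.5% final.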
# HttQ103 aggreg – mutant huntingtin aggregation inhibition; PC12 HttQ103-GFP aggregates, Acumen cytometry, 40 h; Potency, µM (titrated, usually from 46.1 µM), for inactives: top-dose activity change, negative = inhibition, usual class: inhibitors; 1.1% of 220,000 active; further: potency means the concentration at half of the fitted maximal effect; on the % scale 0 is the no-effect control and ±100 the full control effect; nearly all actives have a fitted effect of over 60% in size
#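 PC12/HTTQ103-GFP, ecdysone-inducible; teb 100 nM; cpd qHTS titration; GFP aggregates read on laser cytometer, Ex 488/Em 500-530 nm.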
# Numbers without * were called inactive; ? = inconclusive; / = not tested or not shown; [ ] = another dose, or the depositor's remark. Unless noted, the call rests on the fitted dose curve; in most records, active means well fitted curve in the direction sought with a large enough effect; inconclusive means small, poorly fitted or top-dose-only effect, or another doubt; inactive means no such curve, though single readings can be large; an effect the other way counts as inactive or inconclusive.
# Each structure is followed by: Luc counter	IMPase Li cell	HTT ATP protect	SMN2 splice up	CBFb-RUNX1 inh	LMNA splice mod	HttQ103 aggreg
> Cc1occc1C(=O)N1CCCC(CCC(=O)NCc2ccc(F)c(F)c2)C1 (configuration not stated)
  /	-1%	12%[10 µM]	/	-6%	/	-3%[9.22 µM]
> CCCCOC(=O)c1cccc(NC(=O)CCC(=O)O)c1
  0%	5%[38.3 µM]	11%	-11%	5%	0%	7%
> COCCNC(=O)c1cc(-c2ccncc2)nc2ccc(S(=O)(=O)N3CCOCC3)cc12
  1%	-6%	-25%	19%	-4%	/	10%
> COc1cc(NC(=S)Nc2ccccn2)cc(OC)c1
  3%	6%	16%[10 µM]	9%	-1%	?	19%
> CCCN1Cc2cccc(C(=O)Nc3ccc(-c4nc5ccccc5[nH]4)cc3)c2C1=O
  2%	5%	4%[10 µM]	6%	21%	-10%	12%
> COc1ccc(S(=O)(=O)N2CCC(C(=O)Nc3ccc4c(c3)OCCO4)CC2)cc1OC
  2%	5%[38.3 µM]	5%	-15%	-2%	-8%	-7%
> CCOC(=O)CCCNC(=O)CN1C(=O)NC2(CCCCCC2)C1=O
  12%	6%[38.3 µM]	9%	-16%	0%	5%	18%
> CC1CC(C)(C)NC(=S)S1 (configuration not stated)
  2%	4%[38.3 µM]	-21%	14%	6%	3%	1%[9.22 µM]
> O=C(COC(=O)[C@@H]1CCCN1S(=O)(=O)c1ccc(Cl)cc1)NC12CC3CC(CC(C3)C1)C2
  /	/	33%[10 µM]	/	-4%	-9%	25%
> CCC(=O)Nc1ccc(Cl)c(NC(=S)NC(C)=O)c1
  1%	-3%	/	-1%	9%	-14%[46 µM]	10%
> COc1cc(-c2nnc(COc3ccc(Cl)cc3C)o2)cc(OC)c1OC
  2%	28%[38.3 µM]	-2%	-18%	-2%	9%	5%[9.22 µM]
> c1ccc2c(Cn3nnc4ccccc43)cccc2c1
  0%	29%[38.3 µM]	-11%	5%	12%	?	-20%
> O=[N+]([O-])c1cc(S(=O)(=O)N2CCCC2)ccc1NCCc1ccccc1
  -1%	4%	/	?	-2%	4%	1%
> COc1ccc(N2C3=[N+](CC2(C)O)c2ccccc2CC3)cc1 (configuration not stated)
  10%	20%[38.3 µM]	-29%	-3%	1%	-10%	-4%
> O=C(NC(=S)NCc1cccnc1)c1ccc([N+](=O)[O-])cc1
  -2%	7%	9%[10 µM]	-12%	-4%	9%[46 µM]	-12%
> Cc1ccc2nc(-c3ccc(NC(=O)COC(=O)c4ccc(Br)o4)cc3)sc2c1
  0%	-4%	-28%[10 µM]	0.5µM*	9%	-4%	16%
> O=C1/C(=C\c2cccnc2)CCc2ccccc21
  /	/	-4%	/	2%	7%	-3%
> CCOc1ccc(/C=N/NC(=O)C(C)N(c2ccc(OC)cc2)S(C)(=O)=O)cc1OCC (configuration not stated)
  -6%	23%	-9%	-51%	-4%	/	-14%
> COc1ccc(CCNC(=O)C2CCN(S(=O)(=O)c3ccc(OC)c(OC)c3)CC2)cc1
  4%	17%[38.3 µM]	-3%	-19%	4%	-6%	8%
> CCCCN(CC)CCCNC(=O)CS(=O)(=O)Cc1nc(-c2cccc(OC)c2)oc1C
  1%	7%	8%[10 µM]	-4%	3%	-4%	17%

# 5 compounds already listed, arranged by number of heavy atoms, descending:
# Each structure is followed by: Luc counter	IMPase Li cell	HTT ATP protect	SMN2 splice up	CBFb-RUNX1 inh	LMNA splice mod	HttQ103 aggreg
> CCOc1ccc(/C=N/NC(=O)C(C)N(c2ccc(OC)cc2)S(C)(=O)=O)cc1OCC (configuration not stated)
  -6%	23%	-9%	-51%	-4%	/	-14%
> Cc1ccc2nc(-c3ccc(NC(=O)COC(=O)c4ccc(Br)o4)cc3)sc2c1
  0%	-4%	-28%[10 µM]	0.5µM*	9%	-4%	16%
> COc1cc(-c2nnc(COc3ccc(Cl)cc3C)o2)cc(OC)c1OC
  2%	28%[38.3 µM]	-2%	-18%	-2%	9%	5%[9.22 µM]
> COc1ccc(N2C3=[N+](CC2(C)O)c2ccccc2CC3)cc1 (configuration not stated)
  10%	20%[38.3 µM]	-29%	-3%	1%	-10%	-4%
> c1ccc2c(Cn3nnc4ccccc43)cccc2c1
  0%	29%[38.3 µM]	-11%	5%	12%	?	-20%

# New compounds follow
# Each structure is followed by: Luc counter	IMPase Li cell	HTT ATP protect	SMN2 splice up	CBFb-RUNX1 inh	LMNA splice mod	HttQ103 aggreg
> Cc1oc(-c2ccccc2Cl)[n+]([O-])c1C
  0%	-4%[38.3 µM]	18%	-11%	-3%	-3%	5%[9.22 µM]
> COc1ccc(C(OC(=O)c2ccco2)C(=O)NCc2ccco2)cc1 (configuration not stated)
  1%	-3%[38.3 µM]	-11%[10 µM]	8%	-1%	8%	14%
> CCOc1ccccc1NC(=O)CNS(=O)(=O)c1ccc2nc(C)sc2c1
  -2%	-5%	-5%	-14%	1%	/	-1%
> CNC(=O)c1[nH]cnc1C(=O)N[C@@H](CC(C)C)C(=O)OC(C)(C)C
  /	-18%	15%[10 µM]	/	14%	/	1%[9.22 µM]
> CCCS(=O)(=O)N1CCC(C(=O)NCc2cccnc2)CC1
  10%	-5%	4%[10 µM]	-1%	7%	-5%	-8%
> C/C=C/c1ccc(OC(C)[C@@H](O)c2ccc(O)c(OC)c2)c(OC)c1 (some centres not stated)
  3%	15%	?	-10%	12%	/	/
> CCN1CCN(CC(=O)Nc2sc3c(c2C#N)CCC(C)C3)CC1 (configuration not stated)
  -6%	-14%[38.3 µM]	-23%[10 µM]	-6%	-11%	?	0%
> Nc1nnc(Cc2ccc(Cl)c(Cl)c2)s1
  -1%	12%[38.3 µM]	-3%	11%	3%	-2%	5.6µM*
> O=C(c1ccco1)N1CCN(CC(O)Cn2c3ccccc3c3ccccc32)CC1 (configuration not stated)
  -2%	2%[38.3 µM]	-13%[10 µM]	-3%	-5%	9%	?
> CN(CC(=O)Nc1cccc(F)c1)CC(=O)Nc1ccc(Cl)cc1[N+](=O)[O-]
  3%	-5%	-18%	8%	-3%	/	6%
> O=C(COC(=O)C1COc2ccccc2O1)NC1CCS(=O)(=O)C1 (configuration not stated)
  -5%	7%[38.3 µM]	-14%	17%	2%	-2%	14%
> O=C(Nc1ccc(S(=O)(=O)Nc2ncccn2)cc1)c1ccco1
  -1%	20%[38.3 µM]	16%	-10%	-3%	2%	10%
> CCN1CCN(CCCN(Cc2ccco2)C(=S)Nc2ccccc2Cl)CC1
  -2%	3%	-67%[inhibitor]	-22%	7%	/	-13%
> O=C(NCC1CCCO1)c1ccc(CS(=O)(=O)c2ccc(Cl)cc2)o1 (configuration not stated)
  -3%	19%[38.3 µM]	8%	-11%	1%	-16%	?
> Cc1nc(SCC(=O)NCc2ccco2)c2oc3ccccc3c2n1
  /	/	-12%	/	-2%	-5%	4%
> Cc1ccc(/C=N/NC(=O)c2ccoc2C)o1
  ?	-4%	22%[10 µM]	?	4%	6%	-3%
> CCOc1ccc(N2C(=O)CC(SC(=NC)Nc3ccc(F)cc3)C2=O)cc1 (configuration not stated)
  -1%	0%	17%[10 µM]	-8%	1%	-11%	-6%
> OC1C2(Cc3ccccc3)CN3CCN(C2)CC1(Cc1ccccc1)C3 (configuration not stated)
  -5%	-19%[38.3 µM]	-16%	-2%	-7%	-3%	-1%
> COc1cc(/C=C2/C(=O)ON=C2c2ccccc2)ccc1O
  -2%	13%	0%[10 µM]	-1%	-10%	?	-8%
> COc1ccc(/C=C2\SC(=NCc3ccccc3)NC2=O)cc1
  -7%	-10%	11%[10 µM]	-10%	-4%	-8%	3%

# Rewritten with bars between the fields: part of the list above
structure | Luc counter | IMPase Li cell | HTT ATP protect | SMN2 splice up | CBFb-RUNX1 inh | LMNA splice mod | HttQ103 aggreg
CCN1CCN(CCCN(Cc2ccco2)C(=S)Nc2ccccc2Cl)CC1 | -2% | 3% | -67%[inhibitor] | -22% | 7% | / | -13%
O=C(NCC1CCCO1)c1ccc(CS(=O)(=O)c2ccc(Cl)cc2)o1 (configuration not stated) | -3% | 19%[38.3 µM] | 8% | -11% | 1% | -16% | ?

# Next records.
# Each structure is followed by: Luc counter	IMPase Li cell	HTT ATP protect	SMN2 splice up	CBFb-RUNX1 inh	LMNA splice mod	HttQ103 aggreg
> CCc1c(-c2ccccc2)nc2sc3c(c2c1N)CCCC3
  /	/	-7%[10 µM]	/	1%	/	-9%[9.22 µM]
> COc1ccc(NC(=O)C(=O)N/N=C(\C)CC(=O)Nc2cc(C)ccn2)c(OC)c1
  /	/	20%[10 µM]	/	-8%	/	-1%[9.22 µM]
> CCC(C)NC(=O)COC(=O)c1oc2ccccc2c1CSc1ccc(Cl)cc1 (configuration not stated)
  -3%	16%	-32%[0.074 µM]	-1%	0%	?	1%
> Nc1nc(-c2c(Cl)cccc2Cl)no1
  /	/	18%[10 µM]	/	0%	/	20%[9.22 µM]
> O=C(Nc1cc(-c2ccccc2)[nH]n1)c1ccccc1F
  /	/	-10%[10 µM]	/	5%	/	-12%[9.22 µM]
> CC(C)(C)NNC(=S)Nc1cccc(C(F)(F)F)c1
  /	/	13%[10 µM]	/	7%	/	16%[9.22 µM]
> Cc1ccc(NC(=O)CN2C(=O)N/C(=C/c3ccc(N4CCOCC4)cc3)C2=O)cc1
  -2%	12%	1%[10 µM]	?	4%	-4%	2%
> COc1ccc2nc(NC(=O)c3ccccc3-c3ccccc3C(=O)O)sc2c1
  1%	7%	19%[10 µM]	-1%	1%	/	11%[9.22 µM]
> Cc1cc(C)nc(SCC(=O)OCN2C(=O)c3ccccc3C2=O)n1
  -5%	-5%[38.3 µM]	-5%[10 µM]	-10%	12%	-2%	1%
> COc1ccc(S(=O)(=O)n2ccc(C(C)Oc3ccc(-c4ccccc4)c(F)c3)n2)cc1 (configuration not stated)
  1%	26%[38.3 µM]	-2%[10 µM]	-93%[inhibitor]	?	?	?
> COc1ccc(-c2cc(C(=O)N3CCN(c4ccccc4)CC3)c3ccccc3n2)cc1OC
  -7%	21%[38.3 µM]	-51%[inhibitor]	25%	2%	-22%	-2%
